GPR35 arrestin U2OS – GPR35 antagonists blocking zaprinast-driven arrestin recruitment, primary screen, imaging, U2OS, beta-arrestin-GFP, zaprinast agonist (AID 2058); G-protein coupled receptor 35 (Homo sapiens); U2OS GPR35 beta-arrestin-GFP translocation imaging, zaprinast antagonism; higher % means a stronger effect; one-dose inhibition, % at 10 µM; IC50 in µM for titrated hits; 0.052% of 290,000 active;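 active = inhibition of at least 50% with at least 30 cells and total cytoplasm GFP at most 10,000,000; inconclusive = under 30 cells or total GFP of 10,000,000 plus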
KOR beta-arrestin-1 – KOR agonists, beta-arrestin recruitment, primary screen, cell-based, luminescence, uHTS (AID 1777); Kappa-type opioid receptor (Homo sapiens); KOR beta-arrestin recruitment, luminescence; higher % means a stronger effect; activation, % at 10 µM; hits with a dose series show EC50 in µM; 0.02% of 280,000 active; in the data active = activation above about 50%, passing the limit was not always enough; also: a part of the inactive calls stands beside numbers as strong as those of hits
T cell modulator – modulators of CD8 T cell-vesicle binding, primary screen, mouse 2C CD8+ T cells, flow cytometry; 2C CD8+ T cell-vesicle binding; hits give low values; AID 2052, 2009; 0.068% of 330,000 active; calls only at 7 µM;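 active = response, share of CD8 T cells binding vesicles, and their 90th percentile fluorescence all below set limits, cut at about 80% in these data, passing the limit was not always enough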
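material = purified 2C TCR transgenic mouse naive CD8+ T cells | controls = Unloaded micro-vesicles (low), QL9 vesicles with 0.7% DMSO (high) | detection = cytometric PE anti-B7-1 and Alexa647 anti-CD8 signals after 1% paraformaldehyde fixation | incubation = binding step 1.5 h, 37 °C, antibody labelling 20 min, ice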
PhoP inhibition – inhibitors of PhoP regulon expression, primary screen, Salmonella Typhimurium, GFP reporter (AID 1863); S. Typhimurium PhoP-regulated promoter GFP reporter, 4 h; higher % means a stronger effect; inhibition, % at 50 µM, or IC50 in µM where a hit was titrated; 0.16% of 300,000 active;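 active = inhibition over 29.93%, a cutoff 3 SD above the screen mean, later confirmed by dose response; inconclusive = inhibition over 29.93% but no dose response follow-up; inactive = inhibition at most 29.93% or unconfirmed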;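 also: 0% = low Mg2+ inducing control and 100% = high Mg2+ repressing control; strong numbers were not always called active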
NTR1 ag – agonists of NTR1, primary screen, imaging, U2OS cells, beta-arrestin-GFP, high content (AID 493036); Neurotensin receptor type 1 (Homo sapiens), P30989; NTR1-U2OS beta-arrestin-GFP spot imaging, agonist mode; activation, % at 20 µM; 0.17% of 330,000 active;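 active = activation at or above 40% of the spot to cytoplasm intensity ratio, with at least 20 cells analyzed; inconclusive = wells under 20 cells, flagged as cytotoxic or low count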;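 also: 0% = DMSO without peptide and 100% = 100 nM NTR1 peptide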
Target sequence (P30989 whole entry, looked up): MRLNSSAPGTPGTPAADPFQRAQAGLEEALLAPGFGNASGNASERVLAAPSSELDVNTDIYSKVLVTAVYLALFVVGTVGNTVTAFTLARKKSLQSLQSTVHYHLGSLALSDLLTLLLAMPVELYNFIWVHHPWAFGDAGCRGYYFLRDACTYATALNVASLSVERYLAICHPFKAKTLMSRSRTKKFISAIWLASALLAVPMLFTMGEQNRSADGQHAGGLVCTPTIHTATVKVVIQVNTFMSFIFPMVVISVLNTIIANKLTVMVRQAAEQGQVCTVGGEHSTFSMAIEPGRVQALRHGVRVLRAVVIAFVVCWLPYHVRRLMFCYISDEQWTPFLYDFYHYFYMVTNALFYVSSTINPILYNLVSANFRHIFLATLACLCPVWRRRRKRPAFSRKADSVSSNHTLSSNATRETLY
KOR beta-arrestin-2 – KOR antagonists, beta-arrestin recruitment, cell-based, luminescence, uHTS (AID 1778). Kappa-type opioid receptor (Homo sapiens). KOR beta-arrestin recruitment, luminescence, antagonist mode; higher % means a stronger effect. inhibition, % at 10 µM, or IC50 in µM where a hit was titrated. 0.091% of 290,000 active; in the data active = inhibition above about 50%; also: strong numbers were not always called active
GPR55 activation – GPR55 agonists via beta-arrestin recruitment, primary screen, imaging, U2OS cells, beta-arrestin-GFP redistribution (AID 1961); G-protein coupled receptor 55 (Homo sapiens); U2OS GPR55 beta-arrestin-GFP redistribution imaging; higher % means a stronger effect; 0.048% of 290,000 active; activation, % at 10 µM; hits with a dose series show EC50 in µM;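 active = activation above 40% with more than 50 cells counted in the well; inconclusive = wells holding fewer than 50 cells, flagged as toxic or sparse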;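 also: U2OS osteosarcoma cells stably expressing GPR55 and beta-arrestin-GFP; plate controls were DMSO negative control for no effect and LPI positive control for full effect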
West Nile antiviral – West Nile virus antiviral activity, cell-based, CPE readout (AID 1621). one-dose CPE inhibition, % at 10 µM; IC50 in µM for titrated hits. 0.02% of 290,000 active. West Nile virus-infected cells, CPE inhibition; higher % means a stronger effect; in the data active = a potency from the dose series; inconclusive = CPE inhibition mostly from about 3.7% at the one dose, without a potency; inactive = the rest, 99 in 100 with CPE inhibition below about 2.2%; also: strong numbers were not always called active
GPR55 antagonists – GPR55 antagonists blocking LPI-driven arrestin recruitment, primary screen, imaging, U2OS, beta-arrestin-GFP, LPI agonist (AID 2013) | G-protein coupled receptor 55 (Homo sapiens) | U2OS GPR55 beta-arrestin-GFP translocation imaging, LPI antagonism; higher % means a stronger effect | inhibition, % at 10 µM, or IC50 in µM where a hit was titrated | 0.13% of 290,000 active;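 active = spots per cell inhibited over 60%, with over 100 cells counted and total cytoplasm intensity under 500,000; inconclusive = wells with under 100 cells, flagged as likely toxic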;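 also: U2OS cells stably carrying GPR55 and arrestin-GFP stimulated by 5 µM LPI near EC80; imaged beta-arrestin-GFP aggregate spots per cell after agonist stimulation; plate controls were LPI-stimulated DMSO wells for no effect and DMSO wells without LPI for full effect; some results filed as inactive read as strong as hits; confirmed hits need IC50 under 10 µM and bright autofluorescent wells are also inconclusive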
T cell modulator vesicle-bound % – further read-out of T cell modulator, marked with its call; double positive events, %; measured here: CD8+ vesicle-bound cell fraction;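 binding gate set so that unloaded-vesicle control wells show 10% double positive cells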
NTR1 ag cell count 20 µM – also measured in NTR1 ag; calls as there; cell count; measured here: cell count, cytotoxicity flag
* = called active by the depositor; i = inactive; u = inconclusive; x = not tested or not shown; [ ] = dose if it differs, or a comment.

SMILES	GPR35 arrestin U2OS	KOR beta-arrestin-1	T cell modulator	T cell modulator vesicle-bound %	PhoP inhibition	NTR1 ag	NTR1 ag cell count 20 µM	KOR beta-arrestin-2	GPR55 activation	West Nile antiviral	GPR55 antagonists
O=C(CN(C(=O)C1CSC(=O)C1)c1ccc(F)cc1)NCc1ccc2c(c1)OCO2 (stereo unspecified)	28%	-4.6%	i	40	6%	-1.9	55	17%	-0.2%	0.7%	-1%
COc1ccc(CN2CNc3c(c(=O)n(C)c(=O)n3C)C2)cc1	-4%	0.0%	i	33	9%	2.9	67	7%	-0.2%	-0.9%	-3%
O=S(=O)(Nc1ccc2nc(C(F)(F)F)[nH]c2c1)c1ccccc1	-26%	-1.6%	i	27	-8%	1.4	46	-24%	1.0%	-0.8%	-2%
COc1cccc(NC(=O)N2CCN(c3ccc(C(F)(F)F)cn3)CC2)c1	15%	3.8%	i	25	-7%	-1.5	50	-8%	-0.1%	x	25%
COC(=O)NNC(=O)c1ccc(C)cc1	-8%	9.0%	x	x	3%	0.9	58	7%	-0.2%	0.1%	6%
COc1ccc(C(=O)Nc2c(N)nc(SCC(=O)c3ccccc3)[nH]c2=O)cc1	5%	-5.7%	i	56	1%	-0.1	63	13%	-0.2%	-0.3%	-16%
N#C/C(=C(/O)c1ccc([N+](=O)[O-])cc1)c1nc2ccccc2[nH]1	4%	0.6%	i	59	0%	1.0	52	27%	-0.2%	0.3%	-1%
CC12CN3CC(C)(CN(C1)C3c1ccccc1Cl)C2O (stereo unspecified)	-4%	6.1%	i	7	-3%	-1.2	43	-58%	0.0%	0.0%	5%
O=C(Nc1ccccc1C(=O)NCCCN1CCOCC1)c1ccc(Cl)cc1	13%	7.5%	i	31	1%	-0.3	67	-1%	-0.1%	-0.3%	-7%
C/C(=N/Nc1nc(-c2ccccc2)cc(-c2ccc(F)cc2)n1)c1cccc(N)c1	-14%	-2.6%	i	49	35%	1.3	62	-1%	-0.1%	0.4%	14%
Cc1ccc(S(=O)(=O)NCC2CCC(C(=O)NCc3cccs3)CC2)cc1 (stereo unspecified)	-12%	2.8%	i	55	-8%	2.9	39	-24%	-0.3%	0.4%	14%
COc1ccc(N2CCN(C(=O)Cn3nnc(-c4ccc(N(C)C)cc4)n3)CC2)cc1	-8%	-3.1%	i	60	4%	-0.6	45	30%	0.9%	0.1%	10%
O=C(NCCCn1ccnc1)c1cc(S(=O)(=O)N2CCOCC2)ccc1F	-3%	-2.3%	i	38	4%	2.3	52	14%	0.2%	-0.6%	22%
COC(=O)/C=C1\SC(=NC(=O)c2ccc(OC)cc2)NC1=O	-5%	2.9%	i	41	-14%	0.3	62	-20%	0.4%	0.4%	-5%
COCCNC(=S)N/N=C(\C)CCc1ccc2c(c1)OCO2	-3%	-1.5%	i	46	0%	1.4	37	8%	-0.3%	-0.1%	6%
COc1ccc2c(c1)c(=O)oc1cc(OCC(=O)N3CCCC(C)C3)ccc12 (stereo unspecified)	-15%	1.2%	i	59	2%	0.7	58	3%	-0.1%	u	8%
CC1(C)C([N+](=O)[O-])C(c2ccc(Cl)cc2)NC(c2ccc(Cl)cc2)C1[N+](=O)[O-] (stereo unspecified)	4%	-2.3%	i	58	-10%	1.5	81	16%	-0.5%	-1.0%	12%
O=C1c2cccc3c2[C@H](CCC3)CN1[C@@H]1CN2CCC1CC2	x	x	i	4	6%	-1.4	52	x	x	u	x
COc1ccccc1CNC(=O)CCn1c(=O)sc2ccccc21	6%	1.2%	i	25	6%	2.6	37	-5%	0.9%	-0.8%	-1%
CC(Nc1ccccc1)C(=O)Nc1ccc(F)cc1 (stereo unspecified)	7%	-9.2%	i	56	1%	-5.0	95	-2%	-0.1%	0.2%	-11%
COc1ccc(C(=O)NC2CCCc3ccccc32)cc1S(=O)(=O)N1CCOCC1 (stereo unspecified)	-7%	-3.3%	i	26	-7%	-0.3	54	5%	-0.1%	-0.1%	7%
COC(=O)c1ccc(/C=C/c2ccc3cccc(OC)c3n2)cc1	10%	-1.9%	i	36	-16%	16	80	20%	0.3%	2.1%	3%
Cc1cc(/C=C(\C#N)C(=O)NCc2ccccc2)cc(C)c1O	-9%	-4.1%	i	34	5%	2.8	46	17%	-0.1%	-0.1%	14%
CCC(C)(C)c1ccc(OCCCC[n+]2cccc(C)c2C)c(C(C)(C)CC)c1	0%	11%	i	20	u	12	42	-46%	-0.1%	-1.5%	6%
O=C(c1ccccc1)N1CCN(C(=O)c2ccc3c(c2)OCCO3)CC1	-4%	0.3%	i	15	-7%	-0.7	77	-40%	0.6%	0.1%	3%
CCOC(=O)N1CCN(S(=O)(=O)c2ccc3c(c2)oc(=O)n3C)CC1	-2%	-0.3%	i	58	-15%	-0.5	74	27%	-0.2%	-0.4%	-1%
C=CCn1c(Sc2ncc([N+](=O)[O-])s2)n[nH]c1=O	6%	-0.5%	i	9	-5%	13	29	20%	1.8%	-1.7%	-6%
COc1ccc(N2C(=O)CC(S/C(N)=N/N=C/c3ccnc4ccccc34)C2=O)cc1 (stereo unspecified)	-21%	2.7%	i	44	-15%	3.5	67	-5%	0.9%	0.0%	4%
COc1ccc(OCCNC2CCCC2)cc1	1%	4.0%	i	51	-1%	2.8	91	7%	-0.3%	0.2%	11%
CCNC(=S)N1N=C2c3ccccc3CCC2C1c1ccc(F)cc1 (stereo unspecified)	1%	-1.3%	i	13	-6%	4.5	46	-18%	-0.1%	-0.3%	-8%
O=C(Nc1cccc(-c2cn3cccnc3n2)c1)c1ccc(Br)o1	1%	0.9%	i	33	12%	0.8	52	-24%	-0.1%	1.0%	9%
Cc1cccc(N2CCN(C(C)C(=O)N3CCc4ccccc43)CC2)c1C (stereo unspecified)	3%	-0.2%	i	28	-3%	2.0	45	-56%	0.2%	-0.9%	9%
O=C(C1CCCN(Cc2ccccc2)C1)N1CCc2ccccc2C1 (stereo unspecified)	1%	-0.4%	i	26	1%	0.5	105	-1%	0.2%	-0.1%	8%
CC1(C)CC=C(NNC(=O)c2cccnc2)C(=O)C1	-2%	-0.7%	i	44	-2%	1.0	37	17%	-0.7%	0.6%	-5%
COc1ccc(N2CCN(CCNC(=O)Nc3ccc([N+](=O)[O-])cc3OC)CC2)cc1	-5%	-1.1%	i	47	1%	1.7	47	19%	-0.2%	-0.7%	6%
COc1ccc(OCC(=O)Nc2ccc(Cl)cc2)cc1	-4%	3.5%	i	67	2%	0.7	46	-26%	-0.1%	0.1%	-14%
O=C(Cc1cccs1)NCc1ccncc1	8%	3.5%	i	8	21%	1.3	43	-34%	0.0%	x	-3%
NC(=S)N/N=C/C=C/c1ccccc1	-9%	3.4%	i	42	21%	0.8	49	20%	0.4%	-0.3%	2%
O=C(Cn1nc(-c2ccccc2)ccc1=O)NCCCN1CCOCC1	5%	0.9%	i	39	-2%	-1.5	45	20%	0.2%	0.4%	6%
COc1ccc(NC(=O)c2oc3ccccc3c2NC(=O)C2CC2)cc1	-2%	3.5%	i	27	-7%	1.6	87	-32%	-0.1%	-0.2%	-5%
O=C(NCC1CCCO1)C(=O)N/N=C/c1ccccc1C(=O)O (stereo unspecified)	-5%	x	i	60	5%	-1.7	91	42%[20 µM]	-0.1%	0.1%	5%
CC(=O)c1ccc(N(CC(=O)NCCc2ccccc2)C(=O)c2csnn2)cc1	11%	-0.8%	i	42	0%	-1.3	55	-17%	0.2%	-0.1%	9%
O=[N+]([O-])c1cc(C=Nc2ccc3ccccc3c2)ccc1Br	7%	2.5%	i	39	10%	-0.3	57	-15%	0.4%	-0.4%	3%
C/C(=N\OC(=O)c1cccc(C(F)(F)F)c1)c1sc(-c2ccccc2)nc1C	1%	-3.1%	i	32	4%	1.2	72	8%	-0.2%	x	5%
Cc1ccc(OC(=O)c2cncc(Br)c2)c(C)c1	14%	-1.3%	i	59	-2%	0.0	59	0%[20 µM]	-0.2%	0.7%	-14%
CCCc1nnc(NC(=O)CCC(=O)N2CCN(c3ccccc3)CC2)s1	11%	0.6%	i	3	-2%	-0.5	45	-42%	0.0%	-0.4%	-13%
CCOC(=O)C1CCCN(S(=O)(=O)c2cc(OCC(=O)NC3CCCCC3)c(C)cc2Cl)C1 (stereo unspecified)	2%	9.8%	i	15	5%	0.7	76	-22%	0.0%	1.0%	-7%
Cc1cc(C)n2nc(SCC(=O)NC3CCCC(C)C3C)nc2n1 (stereo unspecified)	-2%	-2.3%	i	26	9%	0.3	58	-12%	-0.1%	0.2%	5%
CCOC(=O)N1CCN(CC(=O)Nc2cc(OC)c(OC)cc2C#N)CC1	1%	-2.5%	i	52	2%	3.3	54	2%	0.9%	0.0%	4%
C=C(C)C(=O)OC1(C(F)(F)F)Oc2cc(C)ccc2NC1=O (stereo unspecified)	13%	0.4%	i	17	-13%	4.8	85	-4%	0.3%	-0.4%	15%
COC(=O)CC(NC(=O)C1CC1)c1ccc2c(c1)OCO2 (stereo unspecified)	-5%	-3.1%	i	48	-5%	1.2	60	24%	-0.3%	0.4%	6%
Cc1ccccc1NS(=O)(=O)c1cc(C(=O)N2CCc3ccccc3C2)ccc1C	-5%	3.8%	i	55	5%	4.5	64	-4%	-0.1%	x	11%
CCc1c(O)nc(SCc2nc3ccccc3c(=O)[nH]2)[nH]c1=O	7%	3.1%	i	55	-6%	-1.2	40	2%	-0.3%	0.5%	1%
